# Source: PubChem
# PI4K2A inh: qHTS for small molecular inhibitors of PI4K2A | Phosphatidylinositol 4-kinase type 2-alpha (Homo sapiens), Q9BTU6 | purified PI4K2A, ADP-Glo luminescence, 1 h; active compounds read low | activity change, negative = inhibition, % at 76.9 µM | 420,000 compounds, 0.13% hits; in the data active means activity change below about -50%; inconclusive means mostly about -30% to -49%;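 further: -100% = wells without enzyme as full effect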
#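 PI4K2A activity was measured by ADP-Glo luminescence: enzyme (4 ug/mL stock) and phosphatidylinositol (1.2 mM stock) in Tris pH 7.5/MgCl2/EGTA/Triton X-100 buffer were reacted with ATP (300 microM stock) for one hour at ambient temperature.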
# LDHA block: qHTS assay for inhibitors of human lactate dehydrogenase. L-lactate dehydrogenase A chain (Homo sapiens), P00338. purified LDHA, NADH/diaphorase-resazurin fluorescence; active compounds read low. activity change, % (values are at about 110 or 230 µM). 480,000 compounds, 0.15% hits; in the data active means activity change below about -30%; inconclusive means mostly about -25% to -30%;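 further: plate controls were DMSO wells for no effect and wells without enzyme for full effect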
#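 Enzyme activity of human lactate dehydrogenase 5 (2 nM; 0.06 mM NADH, 0.2 mM pyruvate, 5 min, RT) is measured via a resazurin/diaphorase fluorescence readout of residual NADH.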
# IDH1 R132H inh: qHTS for Inhibitors of mutant isocitrate dehydrogenase 1 (IDH1): qHTS; AID 602179, 2012; 390,000 compounds, 0.093% hits; Isocitrate dehydrogenase [NADP] cytoplasmic (Homo sapiens), O75874; IDH1-R132H enzyme, NADPH consumption, diaphorase/resazurin fluorescence; Potency, µM (top dose mostly 76.6 µM), inactives show at the top dose activity change, negative = inhibition, hits mostly inhibitors; further: potency means the concentration at half of the fitted maximal effect; on the % scale 0 is the no-effect control and ±100 the full control effect; nearly all actives have a fitted effect of over 65% in size
#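 IDH1-R132H (0.5 ug/mL dispensed) in pH 7.5 Tris buffer was preincubated 30 min with compound, then given a substrate mix of 0.016 mM NADPH and 2 mM alpha-KG for 80 min at room temperature; remaining NADPH was read by diaphorase/resazurin fluorescence.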
# RXFP1 agonist: qHTS Assay for Agonists of the Relaxin Receptor RXFP1. AID 2676, 2010. 370,000 compounds, 0.3% hits. Relaxin receptor 1 (Homo sapiens), Q9HBX9. HEK293T-RXFP1 cAMP TR-FRET, 30 min; response scale: percent of porcine relaxin response, buffer zero. Potency, µM (titrated, usually from 57.5 µM), inactives show at the top dose activation, actives largely listed as activators; further: potency means the concentration at half of the fitted maximal effect; on the % scale 0 is the no-effect control and ±100 the full control effect; nearly all actives have a fitted effect of over 60% in size; many of its hits are not listed in these tables
#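 Agonist response is measured as cAMP accumulation in an RXFP1-transfected HEK293T line under PDE4 inhibition. Values are scaled between buffer-only and 29 nM porcine relaxin, and EC50s come from standard Hill equation fits.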
# Vif-A3G inh: qHTS for Inhibitors of Vif-A3G Interactions: qHTS | DNA dC->dU-editing enzyme APOBEC-3G (Homo sapiens), Q9HC16 | HeLa A3G-eYFP + Vif (tagged APOBEC3G with the HIV-1 protein that degrades it), YFP fluorescence, overnight | Potency, µM (doses to about 46.1 µM), without a hit: at the highest dose activity, negative = active, most hits filed as inhibitors | 410,000 compounds, 0.076% hits | AID 602310, 2012;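 further: potency means the concentration at half of the fitted maximal effect; on the % scale 0 is the no-effect control and ±100 the full control effect; nearly all actives have a fitted effect of over 60% in size; hits raise eYFP signal because A3G escapes Vif-driven loss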
#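 HeLa cells stably expressing Vif and C-terminally eYFP-tagged A3G, seeded overnight at 37 deg C, then exposed to compound by pintool overnight at 37 deg C. Rise in yellow fluorescence (Ex 488/Em 500-530, Acumen) marks blocked Vif-driven A3G degradation.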
# Vif-APOBEC3F blk: qHTS for Inhibitors of Vif-A3F Interactions: qHTS | HeLa A3F-eYFP + Vif (tagged APOBEC3F with the HIV-1 protein that degrades it), YFP fluorescence increase | 390,000 compounds, 0.2% hits | Potency, µM (titrated, usually from 46.1 µM), without a hit: top-dose activity, negative = active; further: potency means the concentration at half of the fitted maximal effect; % of control where 0% means no effect; nearly all actives have a fitted effect of over 65% in size
#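 HeLa cells stably expressing Vif plus C-terminally eYFP-tagged A3F were seeded, incubated overnight at 37 deg C, dosed with compound, incubated overnight again at 37 deg C. Yellow fluorescence (Ex 488/Em 500-530) reported blocked Vif-mediated A3F-eYFP degradation.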
# USP1 inh: Inhibitors of USP1/UAF1: Primary Screen. recombinant USP1/UAF1, Ub-Rhodamine cleavage fluorescence. Potency, µM (series often up to 57.1 µM), for inactives: at the top dose activity change, negative = inhibition, hits mostly inhibitors. 390,000 compounds, 0.23% hits. AID 743255, 2014; further: potency means the concentration at half of the fitted maximal effect; on the % scale 0 is the no-effect control and ±100 the full control effect; nearly all actives have a fitted effect of over 60% in size; inactives centre near -12
# Target sequence (O94782 whole entry, looked up): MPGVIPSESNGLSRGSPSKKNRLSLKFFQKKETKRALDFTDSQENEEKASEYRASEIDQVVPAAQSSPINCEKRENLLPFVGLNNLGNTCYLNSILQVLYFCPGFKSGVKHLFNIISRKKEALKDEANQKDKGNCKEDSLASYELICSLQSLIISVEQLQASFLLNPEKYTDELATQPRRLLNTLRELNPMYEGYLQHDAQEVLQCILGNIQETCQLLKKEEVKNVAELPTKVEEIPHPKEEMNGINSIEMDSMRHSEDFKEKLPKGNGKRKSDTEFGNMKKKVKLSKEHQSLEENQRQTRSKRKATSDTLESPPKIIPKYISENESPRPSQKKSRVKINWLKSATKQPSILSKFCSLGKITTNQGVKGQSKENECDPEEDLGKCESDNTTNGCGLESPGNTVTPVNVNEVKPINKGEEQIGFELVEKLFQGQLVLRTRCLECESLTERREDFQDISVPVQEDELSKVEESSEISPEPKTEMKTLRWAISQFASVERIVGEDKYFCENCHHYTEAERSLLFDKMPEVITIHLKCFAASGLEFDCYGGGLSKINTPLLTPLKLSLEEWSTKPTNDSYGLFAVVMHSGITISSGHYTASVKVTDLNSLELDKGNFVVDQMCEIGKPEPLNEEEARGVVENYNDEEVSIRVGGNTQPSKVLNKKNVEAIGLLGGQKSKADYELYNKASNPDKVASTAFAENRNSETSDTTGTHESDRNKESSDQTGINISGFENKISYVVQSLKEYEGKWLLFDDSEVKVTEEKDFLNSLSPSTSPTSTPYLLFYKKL
#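 USP1/UAF1 complex (1 nM) preincubated 15 min at room temperature with compound, then Ub-Rho substrate (150 nM final) added. Kinetic fluorescence at 480/540 nm over 6 reads at 60 s intervals; 50 mM HEPES pH 7.8, 0.5 mM EDTA, 0.1 mg/ml BSA, 1 mM TCEP, 0.01% Tween-20.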
# TrxR1 substrate: qHTS Assay for Substrates of Mammalian Selenoprotein Thioredoxin Reductase 1 (TrxR1): qHTS | Potency, µM (doses to about 114 µM), without a hit: top-dose activity change, negative = substrate turnover | Thioredoxin reductase 1, cytoplasmic (Rattus norvegicus), O89049 | AID 588456, 2011 | purified TrxR1 substrate turnover, NADPH consumption readout | 390,000 compounds, 0.01% hits; further: potency means the concentration at half of the fitted maximal effect; on the % scale 0 is the no-effect control and ±100 the full control effect; nearly all actives have a fitted effect of over 50% in size
#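 Rat TrxR1, dispensed at 90 nM, was prereduced with 400 uM NADPH (final) for 5 min at ~22 deg C, then incubated with compound 15 min before 400 uM selenite. A first-read NADPH fluorescence drop versus no-compound background flagged substrates.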
# Glioma ERSR ind: qHTS for Inducers of the Endoplasmic Reticulum Stress Response (ERSR) in Human Glioma: qHTS | U87-MG GRP78 promoter luciferase reporter, 16 h | Potency, µM, for the others: at the highest dose activation, most hits filed as activators | 420,000 compounds, 0.02% hits; further: potency means the concentration at half of the fitted maximal effect; series mostly up to about 76 µM; % of control where 0% means no effect; nearly all actives have a fitted effect of over 35% in size
#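 ERSR induction read as luciferase luminescence (Bright-Glo, 10 min at room temperature) in stably transfected human U87-MG glioma cells exposed to compounds for 16 h, using GRP78 as sensor.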
# Starred values were filed as active, the others as inactive; ? = inconclusive; / = no result given; & = joins results of further samples; ! = not confirmed by another sample; [ ] = another dose, or the depositor's remark. Unless noted, the call rests on the fitted dose curve; in most records, active means well fitted curve in the direction sought with a large enough effect; inconclusive means small, poorly fitted or top-dose-only effect, or another doubt; inactive means no such curve, though single readings can be large; an effect the other way counts as inactive or inconclusive.
SMILES,PI4K2A inh,LDHA block,IDH1 R132H inh,RXFP1 agonist,Vif-A3G inh,Vif-APOBEC3F blk,USP1 inh,TrxR1 substrate,Glioma ERSR ind
CN(c1ccccc1)c1nc(N)c([N+](=O)[O-])c(Nc2ccccc2)n1,3,-3,-5%,6.0%,-2%,3%,-8%,-2%,1%
O=C(NCCc1ccc(Cl)cc1Cl)c1ccc2nc[nH]c2c1,3,0,0%,-0.6%,1%,-8%,-20%,-10%,0%
CN(C)CC/C=C1\c2ccccc2CSc2ccccc21,-1,-7,31%,1.3%,1%,-3%,?,8%,-1%&-3%
O=C(CS(=O)(=O)c1ccccc1)Nc1nnc(C(F)(F)F)s1,0,-5,7%,5.9%,-1%,0%,-19%,6%,1%
Cc1cc(=O)oc2c(CN3CCOCC3)c(O)ccc12,-1,3,-7%,/,0%,-8%,-3%,/,2%
CSCCC(NS(=O)(=O)c1c(Cl)cccc1Cl)C(=O)O (configuration not stated),0,-3,-5%,0.6%,-1%,-4%,-10%,5%,-1%
COc1cc(/C=C(\C#N)c2nc3ccccc3[nH]2)cc(OC)c1O,0,21,17%,-1.6%,?,?,?,0%[57.1 µM],3%
CC(C)(C)NC(=S)NCc1ccco1,-3,-10,9%,0.9%,-9%,-18%,-19%,-8%,-4%
Cc1cccc(NS(=O)(=O)c2ccc(NC(=O)CN(c3cc([N+](=O)[O-])ccc3C)S(C)(=O)=O)cc2)c1,3,1,-3%,-0.2%,-8%,-20%,-3%,-11%,-4%
Cc1nc2ncnn2c(C)c1CCC(=O)Oc1ccccc1,-7,-12,-5%,11%,1%,4%,0%,2%,-3%
CCCCOC(=O)Nc1nnc(CCc2ccccc2)s1,1,4,5%,1.3%,4%,-3%,-11%,15%,-4%
CCOC(=O)c1c(-c2ccc(F)cc2)csc1NC(=O)c1c(-c2ccccc2)noc1C,2,-2,1%,-3.4%,1%,-4%,-15%,15%,-1%
COc1cccc(NS(=O)(=O)c2ccc(OC)c(OC)c2)c1,1,-3,5%,0.6%,0%,-11%,-22%,-2%,0%
COc1ccccc1-c1noc(CCC(=O)NC2CCCCC2)n1,-1,-8,4%,-4.7%,0%,1%,-4%,16%,-1%
CC1(C)CC(=O)C(C(c2ccco2)C2C(=O)CC(C)(C)CC2=O)C(=O)C1,-13,3,8%,0.9%,-1%,-4%,-15%,-2%,6%
Cc1nn2c(-n3ccnc3)c3c(nc2c1-c1ccccc1)CCC3,-4,-7,-7%,0.3%,-1%,-1%,3%,-2%[57.1 µM],-3%
CC(=O)c1c(C)n(CC(=O)NCc2ccc3c(c2)OCO3)c2ccccc12,0,-4,-1%,1.7%,-5%,-3%,-17%,3%[11.4 µM],-1%
O=S(=O)(Nc1ccc(Br)cc1)c1cccc(NC(=S)NCCN2CCOCC2)c1,2,-8,4%,0.3%,0%,-21%,-17%,-5%,-1%
COc1ccc(NC(=O)CSC2=Nc3ccccc3C3=NC(CCC(=O)NCc4ccc(F)cc4)C(=O)N23)cc1Cl (configuration not stated),1,-2,-11%,8.1%,-6%,1%,-27%,-2%,3%
COc1ccc(N2CCN(CCCn3c(=S)[nH]c4ccccc4c3=O)CC2)cc1,-1,3,5%,-0.1%,-15%,-2%,-12%,7%,-3%
Cc1ccc2c(c1)N(C(=O)CCC(=O)N1CCN(c3ccccn3)CC1)CCO2,-3,-8,-6%,-0.8%,0%,-5%,-11%,7%[57.1 µM],-1%
CCCCN(C)C(=O)Cn1c(SCC(=O)Nc2ccc(C)c(C)c2)nc2ccccc21,0,-4,-13%,-2.4%,3%,1%,-18%,-5%[57.1 µM],-2%
COc1cc2nc(N3CCN(c4cc(C)ccc4C)CC3)nc(N)c2cc1OC,0,5,3%,3.6%,-14%,3%,-22%,11%,-17%
N#CCCN(Cc1cccs1)C(=O)Nc1ccccc1,4,-10,3%,3.2%,-1%,4%,-20%,16%[57.1 µM],-4%
COc1ccc(S(=O)(=O)NCc2ccccn2)cc1Br,1,-1,0%,1.3%,-7%,-21%,-12%,1%,-5%

# Following part.
SMILES,PI4K2A inh,LDHA block,IDH1 R132H inh,RXFP1 agonist,Vif-A3G inh,Vif-APOBEC3F blk,USP1 inh,TrxR1 substrate,Glioma ERSR ind
COc1cccc(CNC(=O)c2cc3cccc4c3n2CC(C)S4)c1OC (configuration not stated),-1,-5,-12%,6.4%,-4%,-7%,-23%,18%,-2%
Cc1cccc(C(=O)Nc2nnc(S(=O)(=O)N(C)Cc3ccco3)s2)c1,-7&-11,0&3,42%&61%[activator],14µM*!,4%&4%,-3%&-2%,-11%&-24%,0%&6%,3%&0%
C=CCN1C(=O)/C(=C/c2cccs2)S/C1=N\S(=O)(=O)c1ccc(F)cc1,1,-10,-2%,1.0%,1%,0%,-16%,0%,-4%
COc1cc2c(cc1OC)[C@@H](NC(=O)C(C)C)[C@H](OCc1ccccc1)C2,-1,-2,5%,/,-10%,-10%,?,-1%,-3%
CCOC(=O)C1CCCN(C(=O)c2ccc3c(c2)N(Cc2ccccc2)C(=O)c2ccccc2S3(=O)=O)C1 (configuration not stated),-3,-3,/,2.8%,/,/,-22%,0%,/
COCCNC(=S)N1CCN(c2nc(-c3ccc(Cl)cc3)cs2)CC1,1,-3,1%,-1.2%,3%,9%,?,-1%,-4%
CCCSc1n[nH]c(NC(C)=O)n1,-4,0,7%,-0.6%,0%,1%,-11%,10%,0%
Cc1cc(/C=N\NC(=O)COc2cccc3cccnc23)c(C)n1-c1ccccc1,4,-1,1%,-0.8%,1%,-7%,-22%,-9%,3%
Cc1cccc(C(=O)OCC(=O)NC(=O)c2ccccc2)c1O,3,-10,0%,4.4%,1%,1%,-9%,64%[activator],-3%
O=C(N/N=C/c1ccc(O)cc1O)c1ccncc1,3,2,-10%,-0.8%,-5%,-6%,-25%,-5%,0%
Oc1ccc(Br)cc1-c1n[nH]c(=S)n1Cc1ccccc1,3,1,4%,-3.5%,-13%,-3%,-18%,-3%,-3%
O=Cc1ccccc1Oc1nc(N2CCOCC2)nc(N2CCOCC2)n1,0,-4,-12%,-0.9%,-8%,-13%,-9%,-11%,1%
CC(C)(C)NC(=O)c1cccc2c1C(=O)c1ccccc1-2,2,-4,8%,-0.6%,-1%,-20%,-9%,-11%,-4%
Cc1nnc(NC(=O)c2cc(S(=O)(=O)N(C)C)ccc2N2CCCC2)s1,1,-9,3%,-0.1%,-1%,-2%,-7%,0%,3%
Nc1cc2c(cc1Br)-c1ccccc1C2=NO,0,-4,3%,/,0%,-26%,-5%,-1%,0%
Cc1cc(C)c(CN2CCN(C(=O)Cn3cnc4c(NCc5ccccc5)ncnc43)CC2)c(C)c1,3,-15,-2%,/,-1%,11%,?,-3%,-3%
CCOc1ccc(NC(=O)N2CCC(c3nc4ccccc4o3)CC2)cc1,3,-1,8%,0.5%,-1%,3%,-7%,-12%,4%
Cc1nn(-c2ccccc2)c2nc(-c3ccccc3)cc(C(=O)N3CCOCC3)c12,43,-5,-6%,3.9%,1%,-2%,-15%,14%[57.1 µM],-9%
COc1ccc(CNc2nc(NCc3ccc(OC)cc3)n(C(C)=O)n2)cc1,2,-13,0%,1.3%,3%,-20%,-9%,5%,-4%
CCCCN(C=O)c1c(CC)nc2ccc(C(=O)NCCCN3CCCC3=O)cn12,-1,-9,/,/,2%,/,/,/,-1%
Cc1ccccc1NC(=O)c1cc2ccccn2n1,-7,0,4%,0.6%,-1%,-1%,-22%,2%,-7%
COc1ccc(C(=S)N2CCOCC2)cc1OC(=O)c1ccc([N+](=O)[O-])cc1[N+](=O)[O-],4,7,8%,0.1%,-14%,-11%,-14%,-4%,-10%
O=S(=O)(c1cnc(Cl)c(Cl)c1)N1CCN(c2ncccn2)CC1,-2,-9,2%,4.7%,4%,2%,-18%,5%,0%
Cc1ccc(-c2cn3nc(-c4ccccc4)c(-c4ccccc4)nc3n2)cc1,0,-2,-11%,-0.8%,-18%,4.5µM*,?,-10%,-3%
CC(=O)c1ccc(NC(=O)c2ccc(C)c(S(=O)(=O)N3CCOCC3)c2)cc1,-7,-2,-3%,-4.7%,-9%,-16%,-2%,0%[57.1 µM],2%
Cc1c(NC(=O)c2cc3c(=O)n4ccccc4nc3s2)c(=O)n(-c2ccccc2)n1C,-5,0,-11%,7.5%,-1%,-10%,-15%,2%,-3%
O=C(NCC(c1ccco1)N1CCCCC1)c1ccc([N+](=O)[O-])s1 (configuration not stated),-3,0,11%,/,-6%,1%,-11%,-1%,-6%
COc1ccc(C(=O)c2ccc(Cl)cc2)c(OC)c1OC,-1,3,11%,/,-2%,7%,-18%,0%[57.1 µM],1%

# A portion of the library. The share of hits here may be higher or lower than overall.
